# Screens from PubChem BioAssay.
# Vif-APOBEC3F blk: inhibitors of Vif-A3F interaction | 0.2% of 390,000 active | Potency, µM (top dose mostly 46.1 µM), for inactives: at the top dose activity, negative = active | HeLa A3F-eYFP + Vif (tagged APOBEC3F with the HIV-1 protein that degrades it), YFP fluorescence increase; further: potency means the concentration at half of the fitted maximal effect; % of control where 0% means no effect; nearly all actives have a fitted effect of over 65% in size
#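 HeLa cells stably expressing Vif plus C-terminally eYFP-tagged A3F were seeded, incubated overnight at 37 deg C, dosed with compound, incubated overnight again at 37 deg C. Yellow fluorescence (Ex 488/Em 500-530) reported blocked Vif-mediated A3F-eYFP degradation.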
# D2 PAM: D2 dopamine receptor (human) potentiation; 0.34% of 340,000 active; HEK293 T-REx D2, calcium flux, EC20 dopamine potentiation; AID 485347; potentiation, % at 10 µM;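 active means potentiation over 3 SD above the plate norm, cut at about 30% in these data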; further: 0% is about no effect
#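 Potentiation of an EC20 dopamine calcium response measured kinetically over 180 s, after a preceding 180 s compound-only read flagging agonists. Cells: inducible Hek293 Trex D2 line, 4000/well, cultured overnight at 30 C before dye loading.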
# RXFP1 antag: RXFP1 (human) relaxin receptor antagonism; HEK293-RXFP1, relaxin-stimulated cAMP HTRF, 30 min; hits give low values; activity change, negative = inhibition, % at 57.5 µM; 0.59% of 350,000 active; AID 1259400;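 active means activity change of -60% or lower, but not beyond a set lower limit; inconclusive means change between -60% and -40%, or beyond the set limit; inactive means change above -40%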; further: on the % scale 0 is the no-effect control and ±100 the full control effect
# Target sequence (Q9HBX9 whole entry, looked up): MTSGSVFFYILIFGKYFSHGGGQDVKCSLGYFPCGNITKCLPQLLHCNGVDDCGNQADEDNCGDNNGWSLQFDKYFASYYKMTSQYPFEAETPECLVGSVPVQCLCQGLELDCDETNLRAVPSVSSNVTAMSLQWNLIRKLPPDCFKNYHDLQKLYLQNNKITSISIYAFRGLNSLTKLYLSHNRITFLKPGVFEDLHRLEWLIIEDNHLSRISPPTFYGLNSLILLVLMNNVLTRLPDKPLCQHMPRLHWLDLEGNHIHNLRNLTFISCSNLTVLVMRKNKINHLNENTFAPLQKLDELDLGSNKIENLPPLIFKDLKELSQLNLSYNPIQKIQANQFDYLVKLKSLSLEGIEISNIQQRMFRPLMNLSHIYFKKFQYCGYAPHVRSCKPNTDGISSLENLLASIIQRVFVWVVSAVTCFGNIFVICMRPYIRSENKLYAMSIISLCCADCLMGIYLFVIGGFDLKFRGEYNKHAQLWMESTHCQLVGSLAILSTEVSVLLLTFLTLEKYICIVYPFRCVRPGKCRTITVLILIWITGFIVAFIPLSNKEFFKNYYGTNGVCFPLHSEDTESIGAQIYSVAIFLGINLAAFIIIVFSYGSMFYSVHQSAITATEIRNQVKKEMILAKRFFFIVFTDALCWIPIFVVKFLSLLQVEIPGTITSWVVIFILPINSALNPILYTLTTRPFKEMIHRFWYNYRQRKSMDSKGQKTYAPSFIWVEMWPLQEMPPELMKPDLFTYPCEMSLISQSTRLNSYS
# Vif-APOBEC3G blk: Vif-A3G binding inhibition; Q9HC16; HeLa A3G-eYFP + Vif (tagged APOBEC3G with the HIV-1 protein that degrades it), YFP fluorescence, overnight; Potency, µM (titrated, usually from 46.1 µM), inactives show top-dose activity, negative = active, most hits filed as inhibitors; 0.076% of 410,000 active; AID 602310;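 further: potency means the concentration at half of the fitted maximal effect; on the % scale 0 is the no-effect control and ±100 the full control effect; nearly all actives have a fitted effect of over 60% in size; hits raise eYFP signal because A3G escapes Vif-driven loss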
#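 Read-out is eYFP fluorescence (Ex 488/Em 500-530) from Vif-expressing HeLa A3G-eYFP cells; more signal means A3G escaped Vif-mediated degradation. Cells plated overnight, compound pinned in, incubated overnight at 37 deg C.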
# D1 antag: blocks dopamine activation of the human D1 receptor | P21728 | HEK293 TREx D1 cells, calcium flux, dopamine EC80; hits give low values | 3.2% of 360,000 active | activity change, negative = inhibition, % at 10 µM; in the data active means activity change below about -30%; further: on the % scale 0 is the no-effect control and ±100 the full control effect
#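 Tetracycline-induced HEK293 Trex D1 cells, force-coupled to calcium, dye-loaded; compounds added and read 180 s, then EC80 dopamine added and calcium flux tracked kinetically another 180 s.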
# RXFP1 ag: agonists of human relaxin receptor RXFP1. Q9HBX9. HEK293T-RXFP1 cAMP TR-FRET, 30 min; response scale: percent of porcine relaxin response, buffer zero. Potency, µM (top dose mostly 57.5 µM), for inactives: top-dose activation, actives largely listed as activators. 0.3% of 370,000 active; further: potency means the concentration at half of the fitted maximal effect; on the % scale 0 is the no-effect control and ±100 the full control effect; nearly all actives have a fitted effect of over 60% in size; many of its hits are not listed in these tables
#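 cAMP rise read by TR-FRET after 30 min, 37C compound exposure (up to 58 uM) in RXFP1-transfected HEK293 cells with Ro 20174 present. EC50 from Hill-equation fits, with 29 nM porcine relaxin as 100% and buffer as basal.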
# D1 ag: activates the human D1 dopamine receptor | P21728 | HEK293 T-REx D1 cells, calcium flux, agonist mode | activation, % at 2 µM | 1% of 360,000 active | AID 504660; in the data active means activation above about 30%; further: 0% is about no effect
#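 Agonism was scored from calcium flux recorded over 180 s (1 read/s) after pintool compound addition, following a 10-cycle baseline. Cells were inducible force-coupled HEK293 TREx D1, plated overnight at 30 C and loaded with no-wash calcium dye.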
# GRP78 ERSR act: induces the endoplasmic reticulum stress response in human glioma cells; Potency, µM, for the others: at the top dose activation, usual class: activators; U87-MG GRP78 promoter luciferase reporter, 16 h; 0.02% of 420,000 active; further: potency means the concentration at half of the fitted maximal effect; series mostly up to about 76 µM; % of control where 0% means no effect; nearly all actives have a fitted effect of over 35% in size
#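 ERSR induction read as luciferase luminescence (Bright-Glo, 10 min at room temperature) in stably transfected human U87-MG glioma cells exposed to compounds for 16 h, using GRP78 as sensor.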
# D1 potentiator: human D1 dopamine receptor positive modulation. AID 504651. P21728. HEK293 TREx D1 cells, calcium flux, dopamine EC20 potentiation. 0.036% of 360,000 active. potentiation, % at 10 µM; in the data active means potentiation above about 30%; further: 0% is about no effect
# An asterisk follows results filed as active; u = inconclusive; x = not tested or not shown. Unless noted, the call rests on the fitted dose curve; in most records, active means well fitted curve in the direction sought with a large enough effect; inconclusive means small, poorly fitted or top-dose-only effect, or another doubt; inactive means no such curve, though single readings can be large; an effect the other way counts as inactive or inconclusive.
# Screens in order – Vif-APOBEC3F blk	D2 PAM	RXFP1 antag	Vif-APOBEC3G blk	D1 antag	RXFP1 ag	D1 ag	GRP78 ERSR act	D1 potentiator
CCOc1ccc(CNC(=O)c2cnc3c(C)cccn3c2=O)cc1
    6%	-8	-2	0%	-24	0.8%	1	-1%	0
Cc1cc(C)nc(SCC(=O)Nc2ccc(S(=O)(=O)NCCO)cc2)n1
    1%	6	15	0%	-16	1.5%	5	-4%	0
CCN1C(=S)SC(=O)C1=C1C=C(C)N(CCO)C(C)=C1
    -10%	-4	24	-8%	0	-0.9%	34*	-2%	-2
Cc1ccc(NC(=O)N2CCC(O)(c3cccnc3)CC2)cc1
    -8%	12	1	4%	12	1.1%	-2	1%	-1
O=C(Cc1ccccc1)NN1CCCCC1
    -9%	-4	2	-3%	-11	3.6%	5	-1%	-9
CCOc1ccc(-c2ccc(NS(=O)(=O)c3cc(C)c(C)cc3C)cc2)nn1
    2%	-8	-29	4%	16	3.7%	3	1%	-2
Cc1nc(NCCN2CCOCC2)c2oc3ccccc3c2n1
    0%	-5	-7	-7%	6	1.1%	3	-1%	-2
CC(=O)Nc1ccc2c(c1)OCCOCCOc1cc(NC(C)=O)ccc1OCCOCCOCCO2
    x	6	x	x	-70*	4.9%	1	x	-3
O=C(Cc1cc(=O)[nH][nH]1)N/N=C/c1ccccc1[N+](=O)[O-]
    -12%	3	7	0%	26	-0.1%	1	-3%	1
CCc1ccc(C(=O)NNC(=O)C2CC(=O)N(Cc3ccccc3)C2)cc1 (centres undefined)
    6%	16	3	3%	7	0.3%	1	-1%	-5
Cc1c(S(=O)(=O)Nc2ccc(Oc3ccccc3)cc2)c(=O)n(C)c(=O)n1C
    0%	-2	2	2%	-2	1.4%	9	-2%	0
COc1ccc(-c2c3c(=O)n(C)c(=O)n(C)c3c3c(-c4cccc(C)c4)nc4ccccc4n23)cc1
    3%	-14	-7	1%	1	0.4%	7	-1%	-9
Cc1[nH]c2ccc(C(=O)NCc3ccccn3)cc2c1C
    -4%	-8	2	3%	17	-0.3%	1	5%	-4
Cc1cc2ccccn2c1C(=O)c1ccccc1F
    1%	x	-10	u	-13	0.1%	3	8%	-4
COc1ccc(CCC(=O)NCc2cn3ccsc3n2)cc1
    0%	x	-9	-1%	x	x	x	-2%	x
N#CCCNc1ccc(OCCC#N)cc1
    -5%	-3	9	1%	6	-1.1%	1	-3%	7
CC(=O)Nc1ccc(NC(=O)C(C)OC(=O)c2cc(S(=O)(=O)N3CCOCC3)ccc2Cl)cc1 (centres undefined)
    -2%	7	-4	0%	11	2.8%	2	-2%	-1
CCOc1ccc(S(=O)(=O)n2c([N+](=O)[O-])cnc2C)c(C)c1C
    -2%	x	1	-5%	-6	-0.1%	3	-2%	-4
Cn1c(=O)c2c(nc(NCCO)n2CCCc2ccccc2)n(C)c1=O
    1%	2	5	3%	2	19%	1	-1%	-3
CCCCNC(=S)N/N=C1\CCCCc2ccccc21
    u	-14	-21	-6%	-24	-0.3%	0	-2%	-5

# No new results follow: entries from further up.
# Screens in order – Vif-APOBEC3F blk	D2 PAM	RXFP1 antag	Vif-APOBEC3G blk	D1 antag	RXFP1 ag	D1 ag	GRP78 ERSR act	D1 potentiator
Cc1nc(NCCN2CCOCC2)c2oc3ccccc3c2n1
    0%	-5	-7	-7%	6	1.1%	3	-1%	-2
CC(=O)Nc1ccc2c(c1)OCCOCCOc1cc(NC(C)=O)ccc1OCCOCCOCCO2
    x	6	x	x	-70*	4.9%	1	x	-3
O=C(Cc1cc(=O)[nH][nH]1)N/N=C/c1ccccc1[N+](=O)[O-]
    -12%	3	7	0%	26	-0.1%	1	-3%	1
CCc1ccc(C(=O)NNC(=O)C2CC(=O)N(Cc3ccccc3)C2)cc1 (centres undefined)
    6%	16	3	3%	7	0.3%	1	-1%	-5
Cc1c(S(=O)(=O)Nc2ccc(Oc3ccccc3)cc2)c(=O)n(C)c(=O)n1C
    0%	-2	2	2%	-2	1.4%	9	-2%	0
COc1ccc(-c2c3c(=O)n(C)c(=O)n(C)c3c3c(-c4cccc(C)c4)nc4ccccc4n23)cc1
    3%	-14	-7	1%	1	0.4%	7	-1%	-9
Cc1[nH]c2ccc(C(=O)NCc3ccccn3)cc2c1C
    -4%	-8	2	3%	17	-0.3%	1	5%	-4
Cc1cc2ccccn2c1C(=O)c1ccccc1F
    1%	x	-10	u	-13	0.1%	3	8%	-4
COc1ccc(CCC(=O)NCc2cn3ccsc3n2)cc1
    0%	x	-9	-1%	x	x	x	-2%	x

# The list goes on.
# Screens in order – Vif-APOBEC3F blk	D2 PAM	RXFP1 antag	Vif-APOBEC3G blk	D1 antag	RXFP1 ag	D1 ag	GRP78 ERSR act	D1 potentiator
COc1ccc(CCNC(=O)CN(c2ccccc2)S(C)(=O)=O)cc1OC
    -1%	1	-8	-3%	-1	-0.6%	10	-2%	-1
N#Cc1ccccc1OCC(=O)NC(=O)NCc1ccco1
    3%	-15	-2	2%	8	0.0%	0	3%	9
Cc1csc(NC(=O)CCCC(=O)c2ccccc2)n1
    6%	-8	-10	2%	-23	-1.3%	6	5%	-10
CCOC(=O)c1cnc2c(C)cc(C)cc2c1Nc1ccc(S(=O)(=O)Nc2ncccn2)cc1
    -9%	-2	12	-1%	12	-3.2%	2	-1%	0
Nc1ncnc2c1ncn2[C@@H]1O[C@H](COS(=O)(=O)O)[C@@H](O)[C@H]1O
    7%	9	x	4%	22	7.1µM*	4	-6%	1
CC1CCCCN1C(=O)COC(=O)CSc1ccc(C(N)=O)cc1[N+](=O)[O-] (centres undefined)
    -5%	x	-14	1%	x	x	x	-1%	x
CC[N+](CC)(CC)C/C(N)=N/O
    -2%	7	6	2%	8	1.9%	4	-1%	-3
CCC(C(=O)Nc1c(C)cc(C)cc1C)n1c(=O)c(-c2ccccc2NC(C)=O)nc2ccccc21 (centres undefined)
    x	-4	1	x	5	-1.7%	-1	x	-1
COc1ccc(N2CC(C(=O)O)CC2=O)cc1 (centres undefined)
    -1%	14	10	2%	-5	0.4%	-2	2%	-14
COc1ccc(Cc2nnc(NC(=O)C3CC(=O)N(c4ccc(OC)cc4)C3)s2)cc1 (centres undefined)
    4%	3	-5	0%	1	2.7%	4	-3%	x
O=C(O)c1ccccc1C(=O)c1cccc2c(Br)cccc12
    5%	x	55	-16%	x	x	x	-4%	x
CCOc1ccc(OCC(=O)NCCS(=O)(=O)N2CCN(c3ccccc3)CC2)cc1
    -4%	x	1	5%	x	x	x	-5%	x
CCOC(=O)Cn1c2c(c(=N)c3c1CCC3)CCC2
    1%	15	-3	-1%	4	-0.2%	2	-3%	-7
CCc1c(N)nc(N)nc1Nc1ccccc1Cl
    2%	x	-1	-4%	x	x	x	-4%	x
O=C(COC(=O)/C=C/c1ccc(OC(F)F)cc1)NCCN1C(=O)CSC1=O
    1%	-1	-1	-3%	-6	0.3%	5	9%	-2
Cc1cccc(-n2c(=O)c3c(c4cc(C)ccc4n3C)n(Cc3ccccc3F)c2=O)c1
    0%	8	x	1%	8	2.6%	0	-2%	-1
CCOc1ccc(OCC(=O)Nc2nnc3n2CCS3)cc1
    -6%	x	x	2%	-17	2.0%	0	-4%	-7
CC(C)Nc1nc(Cl)nc(NCCOc2ccccc2)n1
    -9%	11	-9	-7%	2	-0.7%	0	6%	4
O=C(NC(=S)Nc1ccc(NC(=O)c2cccs2)cc1)c1ccco1
    6%	x	-15	-17%	2	-3.2%	2	-3%	0
Cc1ccc(S(=O)(=O)N/N=C/c2c(C)nn(-c3ccccc3)c2C)cc1
    1%	-3	0	1%	-3	1.7%	13	-2%	-4
CCN(CC)CCOc1nnc(-c2ccc(OC)cc2)c2ccccc12
    -7%	-9	2	-1%	0	2.1%	4	-4%	-1
NC(=S)N/N=C/c1coc2cc(Cl)ccc2c1=O
    3%	-2	-9	-4%	8	-0.7%	2	1%	-3
CCOCCCNC(=O)c1c(C)[nH]c(C(=O)OCC)c1C
    -8%	x	-11	2%	-9	1.4%	2	-5%	-4
CCCOc1ccc(/C=C2/C(=O)ON=C2C)cc1Cl
    u	18	4	-15%	-9	-0.3%	1	1%	-5
C=CCc1c(C)nc(SCCC)[nH]c1=O
    -5%	2	11	1%	2	-0.4%	1	-4%	-3
COCCNC(=O)C(c1ccc(Cl)cc1)N(Cc1ccco1)C(=O)CCC(=O)Nc1ccccn1 (centres undefined)
    19%	1	2	0%	0	3.0%	1	-4%	-6
CN(Cc1c(C(=O)N/N=C/c2cccc(F)c2)nnn1-c1nonc1N)c1ccccc1
    -1%	12	7	0%	-11	2.0%	5	-4%	-2
Cc1c(Nc2ncnc3c2cnn3-c2ccccc2)c(=O)n(-c2ccccc2)n1C
    -5%	0	12	-6%	-1	-0.1%	1	-3%	-4
O=C(NCc1ccccn1)c1cc(-c2ccc(-c3ccccc3)cc2)nc2ccccc12
    -18%	13	10	2%	12	-0.7%	7	-4%	5
CCCN1C(=O)C(NS(=O)(=O)c2ccc(N)cc2)(C(F)(F)F)C(C(=O)OC)=C1C (centres undefined)
    -11%	-9	-3	-7%	1	0.5%	2	-2%	-1
O=c1c2c(nc3c(-c4ccccc4)c[nH]n13)CCCC2
    0%	-12	-17	-3%	6	3.4%	1	1%	-5
CCN1C(=O)/C(=C/c2ccc(C)s2)SC1=Nc1ccc(OC)cc1
    -5%	4	-3	u	0	2.3%	3	-7%	-2
CCCCN(CC)C(=O)CN1C(=O)c2ccccc2C1=O
    6%	-7	-10	0%	-1	-0.4%	3	1%	0

# Some of the compounds tested. The share of hits here may be higher or lower than overall.
